12-LOX inh: ALOX12 (human) lipoxygenase inhibition | purified 12hLO, xylenol orange hydroperoxide absorbance | P18054 | Potency, µM (highest dose often 108 µM), for the others: at the top dose activity change, negative = inhibition, usual class: inhibitors | AID 1671190 | hit rate 1.1% among 580,000; also: % is scaled to controls: 0 for no effect and ±100 for the full control effect
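Purified human 12hLO at 150 nM in 25 mM Hepes, 0.01% Triton X-100, pH 7.0, preincubated 15 min at room temperature with compound. Reaction started with 40 uM arachidonic acid, 30 min at room temperature. Hydroperoxide measured by Fe-xylenol orange, 573/405 nm absorbance ratio.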
TrxR1 substrate: substrates of rat thioredoxin reductase 1; Potency, µM (series often up to 114 µM), inactives show at the top dose activity change, negative = substrate turnover; purified TrxR1 substrate turnover, NADPH consumption readout; hit rate 0.01% among 390,000; also: % is scaled to controls: 0 for no effect and ±100 for the full control effect; nearly all actives have a fitted effect of over 50% in size
Target sequence (O89049 whole entry, looked up): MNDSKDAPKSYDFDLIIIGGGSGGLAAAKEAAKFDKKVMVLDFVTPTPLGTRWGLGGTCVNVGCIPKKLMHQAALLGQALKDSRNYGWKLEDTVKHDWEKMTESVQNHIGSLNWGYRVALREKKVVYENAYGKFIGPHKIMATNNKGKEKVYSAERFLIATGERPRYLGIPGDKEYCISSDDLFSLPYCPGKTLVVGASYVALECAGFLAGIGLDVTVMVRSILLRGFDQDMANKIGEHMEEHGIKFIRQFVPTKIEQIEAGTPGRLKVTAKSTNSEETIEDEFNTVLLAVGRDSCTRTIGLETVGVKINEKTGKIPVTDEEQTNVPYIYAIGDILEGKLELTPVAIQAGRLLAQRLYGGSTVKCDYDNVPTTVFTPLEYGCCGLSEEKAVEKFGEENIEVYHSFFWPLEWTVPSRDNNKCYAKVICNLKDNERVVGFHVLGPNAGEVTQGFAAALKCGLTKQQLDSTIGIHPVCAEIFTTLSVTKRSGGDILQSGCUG
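Rat TrxR1, dispensed at 90 nM, was prereduced with 400 uM NADPH (final) for 5 min at ~22 deg C, then incubated with compound 15 min before 400 uM selenite. A first-read NADPH fluorescence drop versus no-compound background flagged substrates.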
Vif-A3F inh: Vif-A3F binding inhibition. HeLa A3F-eYFP + Vif (tagged APOBEC3F with the HIV-1 protein that degrades it), YFP fluorescence increase. Potency, µM (highest dose often 46.1 µM), without a hit: at the top dose activity, negative = active. hit rate 0.2% among 390,000; also: % of control where 0% means no effect; nearly all actives have a fitted effect of over 65% in size
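HeLa cells stably expressing A3F-eYFP plus Vif, plated and incubated overnight at 37 deg C, then exposed to compounds overnight at 37 deg C. Blocked degradation read as raised yellow fluorescence (Ex 488/Em 500-530).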
RGS4 inhibitor: inhibitors of human regulator of G protein signaling 4. Transcreener GDP fluorescence polarization, RGS4-accelerated GTP hydrolysis. hit rate 0.039% among 390,000. AID 504845. Potency, µM (titrated, usually from 114 µM), without a hit: at the top dose activity change, negative = inhibition, usual class: inhibitors. P49798; also: % is scaled to controls: 0 for no effect and ±100 for the full control effect; nearly all actives have a fitted effect of over 75% in size; some results filed as inactive show a strong effect at the top dose
Target sequence (P49798 whole entry, looked up): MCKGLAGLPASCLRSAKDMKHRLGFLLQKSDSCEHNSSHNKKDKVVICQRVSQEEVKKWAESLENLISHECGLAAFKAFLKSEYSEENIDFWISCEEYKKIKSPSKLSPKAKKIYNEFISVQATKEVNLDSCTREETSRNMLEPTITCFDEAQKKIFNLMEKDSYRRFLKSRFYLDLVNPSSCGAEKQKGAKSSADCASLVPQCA
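MLSMR compounds (23 nl, pin-transferred) preincubated 10 min at room temperature with a 500nM (2x) first reagent, then RGS4 at 900nM (2x) plus Transcreener GDP mix added; fluorescence polarization (620/688 nm) read before and after 90 min at 30 °C.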
RXFP1 ag: activates the human relaxin receptor RXFP1. Potency, µM (doses to about 57.5 µM), for inactives: top-dose activation, usual class: activators. HEK293T-RXFP1 cAMP TR-FRET, 30 min; response scale: percent of porcine relaxin response, buffer zero. Q9HBX9. hit rate 0.3% among 370,000; also: % is scaled to controls: 0 for no effect and ±100 for the full control effect; nearly all actives have a fitted effect of over 60% in size; many of its hits are not listed in these tables
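HEK293T cells stably expressing RXFP1 were pretreated with the PDE4 inhibitor Ro 20174, exposed to compounds for 30 min at 37C, lysed, and cAMP was read by TR-FRET. Data normalized to buffer (basal) and 29 nM porcine relaxin (100%).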
USP1 inh: USP1/UAF1 (human) deubiquitinase inhibition; O94782; recombinant USP1/UAF1, Ub-Rhodamine cleavage fluorescence; Potency, µM (series often up to 57.1 µM), for the others: at the highest dose activity change, negative = inhibition, hits mostly inhibitors; hit rate 0.23% among 390,000; AID 743255; also: % is scaled to controls: 0 for no effect and ±100 for the full control effect; nearly all actives have a fitted effect of over 60% in size; inactives centre near -12
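In this screen, compounds sit with the deubiquitinase complex (1nM) for 15 min at room temperature before Ub-Rho is added at 150nM final. Fluorescence rise is then followed for 6 reads every 60 seconds.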
IDH1 R132H inh: human IDH1 R132H inhibition; O75874; IDH1-R132H enzyme, NADPH consumption, diaphorase/resazurin fluorescence; Potency, µM (doses to about 76.6 µM), without a hit: at the top dose activity change, negative = inhibition, usual class: inhibitors; hit rate 0.093% among 390,000; AID 602179; also: % is scaled to controls: 0 for no effect and ±100 for the full control effect; nearly all actives have a fitted effect of over 65% in size
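IDH1-R132H (0.5 ug/mL) preincubated 30 min with compound, then NADPH (0.016 mM) and alpha-KG (2 mM) added; 80 min at RT, pH 7.5. Remaining NADPH coupled via diaphorase/resazurin to fluorescence (540/590 nm); concentration-response curves normalized to no-enzyme control.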
Vif-A3G inh: inhibitors of Vif-APOBEC3G interaction; Q9HC16; Potency, µM (doses to about 46.1 µM), for the others: at the highest dose activity, negative = active, actives largely listed as inhibitors; hit rate 0.076% among 410,000; HeLa A3G-eYFP + Vif (tagged APOBEC3G with the HIV-1 protein that degrades it), YFP fluorescence, overnight;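 also: % is scaled to controls: 0 for no effect and ±100 for the full control effect; nearly all actives have a fitted effect of over 60% in size; hits raise eYFP signal because A3G escapes Vif-driven loss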
Target sequence (Q9HC16 whole entry, looked up): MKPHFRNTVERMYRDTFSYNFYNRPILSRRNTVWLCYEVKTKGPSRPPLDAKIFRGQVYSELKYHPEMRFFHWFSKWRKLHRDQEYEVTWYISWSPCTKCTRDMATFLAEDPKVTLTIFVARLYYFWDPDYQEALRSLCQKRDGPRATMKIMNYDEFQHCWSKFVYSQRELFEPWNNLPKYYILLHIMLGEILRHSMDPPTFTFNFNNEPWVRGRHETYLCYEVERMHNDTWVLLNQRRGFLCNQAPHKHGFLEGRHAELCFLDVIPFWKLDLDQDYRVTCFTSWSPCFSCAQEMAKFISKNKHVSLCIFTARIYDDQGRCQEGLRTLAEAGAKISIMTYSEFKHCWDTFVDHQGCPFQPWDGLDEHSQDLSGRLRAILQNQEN
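Read-out is eYFP fluorescence (Ex 488/Em 500-530) from Vif-expressing HeLa A3G-eYFP cells; more signal means A3G escaped Vif-mediated degradation. Cells plated overnight, compound pinned in, incubated overnight at 37 deg C.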
TrxR1 inh: inhibitors of rat thioredoxin reductase 1; O89049; Potency, µM (highest dose often 114 µM), for the others: at the highest dose activity change, negative = inhibition, actives largely listed as inhibitors; hit rate 1% among 390,000; recombinant rTrxR1, NADPH fluorescence consumption, selenite substrate; also: % is scaled to controls: 0 for no effect and ±100 for the full control effect; nearly all actives have a fitted effect of over 65% in size
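Rat TrxR1 (90 nM in the dispensed reagent) was pre-reduced with 400 uM NADPH for 5 min at room temperature, then incubated with compound for 15 min. After 400 uM selenite was added, NADPH fluorescence (Ex 340/Em 450 nm) was followed for 8 min.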
Active calls of the source: *; ? = inconclusive; . = no result given; [ ] = remark or other dose. Calls follow the shape of the dose curve; as a rule, active = well fitted curve in the direction sought with a large enough effect; inconclusive = small, poorly fitted or top-dose-only effect, or another doubt; inactive = no such curve, though single readings can be large; an effect the other way counts as inactive or inconclusive. Potency is read from the fitted curve at half-maximal effect. These rows are one share of the data. The share of hits here may be higher or lower than overall.

Start of the data: the first 5 compounds (preview)
SMILES	12-LOX inh	TrxR1 substrate	Vif-A3F inh	RGS4 inhibitor	RXFP1 ag	USP1 inh	IDH1 R132H inh	Vif-A3G inh	TrxR1 inh
O=[N+]([O-])c1cccc(NC(=S)Nc2nc(-c3ccccc3Cl)cs2)c1	.	3%	?	?	1.4%	-30%	2%	-27%	-17%
N=C1C(c2ccccc2)=C(O)CN1c1ccccc1	-5%	-9%[57.1 µM]	-5%	-39%	0.5%	4%	2%	-3%	15%[57.1 µM]
CCC(=O)N1c2ccccc2CC1C(=O)N1CCN(c2ccccc2F)CC1 (stereo not drawn)	-20%	4%[57.1 µM]	3%	12%	1.5%	-13%	3%	-1%	16%[57.1 µM]
O=c1ccc2cc3ccoc3cc2o1	26%	11%	-2%	-16%	-0.4%	?	-3%	2%	9%
CC(=O)c1ccc(NC(=S)Nc2ccc3[nH]c(=O)[nH]c3c2)cc1	-6%	-6%	0%	-10%[56.9 µM]	-0.8%	-18%	-4%	-2%	?

Results, from the first entry:
SMILES	12-LOX inh	TrxR1 substrate	Vif-A3F inh	RGS4 inhibitor	RXFP1 ag	USP1 inh	IDH1 R132H inh	Vif-A3G inh	TrxR1 inh
O=[N+]([O-])c1cccc(NC(=S)Nc2nc(-c3ccccc3Cl)cs2)c1	.	3%	?	?	1.4%	-30%	2%	-27%	-17%
N=C1C(c2ccccc2)=C(O)CN1c1ccccc1	-5%	-9%[57.1 µM]	-5%	-39%	0.5%	4%	2%	-3%	15%[57.1 µM]
CCC(=O)N1c2ccccc2CC1C(=O)N1CCN(c2ccccc2F)CC1 (stereo not drawn)	-20%	4%[57.1 µM]	3%	12%	1.5%	-13%	3%	-1%	16%[57.1 µM]
O=c1ccc2cc3ccoc3cc2o1	26%	11%	-2%	-16%	-0.4%	?	-3%	2%	9%
CC(=O)c1ccc(NC(=S)Nc2ccc3[nH]c(=O)[nH]c3c2)cc1	-6%	-6%	0%	-10%[56.9 µM]	-0.8%	-18%	-4%	-2%	?
COc1ccc(Nc2nc(-c3ccc4c(c3)NC(=O)CO4)cs2)cc1	?	-9%[57.1 µM]	1%	-48%	0.3%	-11%	17%	-7%	9%[57.1 µM]
O=C(NCCc1nnc2ccc(SCC(=O)N3CCCC3)nn12)c1ccc(F)cc1	3%	-10%	-22%	-12%	?	-10%	0%	-4%	-12%
CCC1CCCCN1CCCNC(=O)c1[nH]c2ccccc2c1Sc1ccc(Cl)cc1 (stereo not drawn)	8%	7%	3%	5%	16%	?	-13%	?	4%
Cc1[nH]c(C)c2c(=O)[nH]ncc12	?	-1%	2%	12%	0.2%	-9%	-3%	1%	7%
Cc1ccc(/C=C2/NC(=O)N(c3ccccc3)C2=O)o1	-18%	-13%	-8%	?	2.9%	-23%	6%	4%	50µM*
CC(C)(C)N1CCC1CN (stereo not drawn)	-13%	-5%	-1%	11%	-0.8%	-15%	-6%	7%	7%
CSc1ccccc1-c1nnc(NC(=O)Cc2ccccc2)o1	16%	0%	-1%	-1%	?	-26%	1%	0%	9%
CCCn1c(SCC(=O)c2ccc3c(c2)OCCO3)n[nH]c1=O	47%	10%	-4%	-36%	1.8%	-11%	3%	-1%	29%
CCn1cc(Br)c(C(=O)NC(C)c2ccccc2)n1 (stereo not drawn)	-3%	10%	-3%	3%	0.6%	-15%	4%	0%	9%
Cc1cc(C)c(C#N)c(N2CCN(Cc3ccccc3)CC2)n1	-25%	0%	0%	23%	1.9%	-1%	15%	0%	16%
CC(C)c1ccc(S(=O)(=O)N2CCN(C(=O)c3ccco3)CC2)cc1	-11%	-9%	4%	-1%	0.3%	-1%	1%	1%	6%
O=C(Cn1ccccc1=S)c1ccc(Cl)c(Cl)c1	-10%	-6%[11.4 µM]	?	-46%	.	4%	-4%	-1%	-7%[11.4 µM]
COc1ccccc1CNC(=O)c1cccc(S(=O)(=O)N2CCN(c3ccc(F)cc3)CC2)c1	3%	6%	-4%	7%	0.4%	-19%	8%	3%	30%
CC(C)(C)OC(=O)CNC(=O)c1[nH]cnc1C(=O)NCCCCCNC(=O)OC(C)(C)C	10%	-5%	1%	10%	0.8%	-21%	21%	-3%	0%
CCc1nc(-c2cc(S(=O)(=O)N3CCN(c4ccc(F)cc4)CC3)ccc2OC)no1	1%	-4%	5%	-9%	-1.5%	-25%	2%	-3%	0%
O=C(CC(c1ccccc1)c1cc(Br)ccc1O)NCC1(c2ccccc2)CCCC1 (stereo not drawn)	?	-5%	0%	7%	5.9%	-25%	-23%	-9%	-9%
CC(=O)Nc1ccc(N2C(C(C)=O)=NN(c3ccc(Cl)cc3)C2c2sccc2C)cc1 (stereo not drawn)	?	2%	0%	-5%	-0.7%	?	8%	-9%	6%
Cc1ccc(C(=O)N/C(=C\c2ccc(-c3ccc(Br)cc3)o2)C(=O)NC2CCS(=O)(=O)C2)cc1 (stereo not drawn)	-4%	38%[activator]	2%	0%	1.0%	3%	0%	-1%	6%
O=C(NC1CCCCC1)C(c1cccs1)N(C(=O)c1ccco1)c1ccc2c(c1)OCCO2 (stereo not drawn)	37%[activator]	-12%	-6%	0%	1.4%	-12%	?	-2%	-4%
N#Cc1c(NC(=O)COC(=O)c2ccc(S(=O)(=O)N3CCCC3)cc2)sc2c1CCCCC2	-19%	5%	3%	-28%	2.0%	-22%	5%	7%	24%
Cc1cccc(-n2c(SCC(=O)c3ccccc3)nnc2-c2ccc(Br)cc2)c1	?	8%[57.1 µM]	-10%	-48%	3.2%	-8%	10%	2%	24%[57.1 µM]
CCOC(=O)n1c(=O)n(Cc2ccccc2)c2ccccc21	0%	4%	4%	19%	1.0%	-1%	0%	1%	15%
Cc1ccccc1Cc1c(C)nc2c(C(=O)NCc3ccc4c(c3)OCO4)cnn2c1C	-4%	127%[activator]	1%	1%	4.8%	-22%	3%	-2%	106%[activator]
CCOC(=O)NC(=O)COC(=O)Cc1cc(OC)c(OC)c(OC)c1	?	7%	0%	5%	0.1%	-15%	2%	-2%	21%
O=C(Nn1cnnc1)C1CCCN1S(=O)(=O)c1ccc(F)cc1 (stereo not drawn)	4%	1%	2%	0%	2.5%	-18%	-2%	0%	5%
O=C(C[C@H]1C/C=C\C[C@@H](Cc2ccc(F)cc2)C(=O)OC[C@H]2CCCN2C1=O)N[C@H](CO)Cc1ccccc1	4%	-3%	4%	12%	.	4%	0%	-5%	17%
O=C(Nc1ccc2nc3n(c(=O)c2c1)CCCCC3)C(=O)Nc1ccccc1F	-21%	90%[activator]	-4%	1%	15%	?	-3%	?	-23%
CCOc1ccc(NC(=O)CSC2=NN3CCCC(=O)N=C3S2)cc1	0%	-6%	1%	6%	3.7%	-21%	4%	3%	-16%
COc1ccc(C(=O)c2cc3cccc(OC)c3o2)cc1	-1%	-2%	-40%	-6%	7.7%	-25%	2%	-8%	13%
COc1cccc(OC)c1C(=O)Nc1cc(Cl)ccc1N1CCOCC1	110%[activator]	1%	6%	-5%	0.2%	5%	-1%	0%	-16%
CC1=C(C(=O)OCc2ccccc2)C(c2ccc(C(F)(F)F)cc2)NC(=O)N1CCCCCC(=O)O (stereo not drawn)	-23%	4%	1%	-3%	-1.2%	-26%	-12%	0%	8%
Cc1cc(NC(=O)c2ccc(Br)cc2)nc(C)n1	71%[activator]	10%[57.1 µM]	-5%	-6%	0.0%	-13%	2%	-1%	16%[57.1 µM]
O=C(Nc1ccc(C(=O)N2CCOCC2)cc1)c1ccccc1[N+](=O)[O-]	-19%	-8%	-14%	4%	0.6%	2%	0%	1%	5%
COc1cccc(NC(=S)N2CCC(Cc3ccccc3)CC2)c1	?	-9%	-6%	6%	-1.9%	-14%	-13%	4%	12%
O=C(NCCN1CCC(Cc2ccccc2)CC1)C1CCCN(S(=O)(=O)c2cnc[nH]2)C1 (stereo not drawn)	-9%	-2%	-18%	7%	2.2%	-3%	-2%	2%	12%
COc1ccc(C2/C(=C(/O)c3ccc(C)cc3)C(=O)C(=O)N2c2ccccn2)cc1OC (stereo not drawn)	0%	-9%	-4%	-4%	5.4%	-8%	-8%	0%	4%
O=C(Nc1ccccc1)c1ccc(Cn2cc(C(F)(F)F)ccc2=O)cc1	0%	-1%[57.1 µM]	-17%	4%	4.7%	-5%	6%	0%	4%[57.1 µM]
Cc1nc2nc[nH]n2c(=O)c1NS(=O)(=O)c1ccc(Br)cc1	2%	-2%	2%	32%	0.1%	-9%	-26%	4%	3%
Cn1cnc(S(=O)(=O)Nc2ccc3c(c2)OCCO3)c1	?	9%	-11%	-15%	0.8%	-24%	1%	6%	17%
COc1ccccc1CN=C1NC(=O)C(CC(=O)Nc2ccc(OC)c(OC)c2)S1 (stereo not drawn)	0%	-3%	-12%	-29%	1.8%	-14%	4%	-9%	0%
Cn1ccnc1C(O)(c1ccccc1)c1nccn1C	9%	6%	-16%	24%	-2.9%	-24%	0%	-4%	15%
COc1cc2c(cc1OC)CN(C(=O)c1ccc(S(=O)(=O)N(C)c3ccccc3)cc1)CC2	-20%	-7%	7%	14%	1.0%	-17%	-1%	-2%	-6%

Screening data from PubChem BioAssay.
